Screening results as filed in PubChem BioAssay.
D2 ag – HTS Assay for Allosteric Agonists of the Human D2 Dopamine Receptor: Primary Screen for Agonists; HEK293 T-REx D2 cells, calcium flux agonist mode; D(2) dopamine receptor (Homo sapiens), P14416; 340,000 compounds, 0.53% hits; activation, % at 2 µM;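 active means activation over 3 SD above normal in the single-dose calcium agonist read, cut at about 30% in these data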; further: 0% is about no effect
Target sequence (P14416 whole entry, looked up): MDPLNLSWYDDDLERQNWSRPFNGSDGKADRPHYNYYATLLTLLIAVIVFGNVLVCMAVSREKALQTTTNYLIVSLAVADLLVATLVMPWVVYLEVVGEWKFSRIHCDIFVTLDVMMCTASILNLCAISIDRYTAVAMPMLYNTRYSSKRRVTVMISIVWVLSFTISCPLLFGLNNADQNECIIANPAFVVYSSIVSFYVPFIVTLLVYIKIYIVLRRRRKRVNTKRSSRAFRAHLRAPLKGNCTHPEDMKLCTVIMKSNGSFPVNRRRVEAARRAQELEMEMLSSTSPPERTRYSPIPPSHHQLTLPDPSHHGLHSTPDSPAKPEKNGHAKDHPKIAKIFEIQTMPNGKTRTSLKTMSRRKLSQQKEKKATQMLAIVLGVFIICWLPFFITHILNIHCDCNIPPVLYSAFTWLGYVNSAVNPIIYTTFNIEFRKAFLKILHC
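Agonism scored from kinetic calcium signal (1 read/sec, 180 s) following compound pin transfer, after a 10 s baseline. Cells: HEK293 Trex line expressing inducible D2 receptor coupled to calcium, dye-loaded after overnight culture at 30 C.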
RXFP1 antagonist – qHTS Assay for Antagonists of the Relaxin Receptor RXFP1. Relaxin receptor 1 (Homo sapiens), Q9HBX9. HEK293-RXFP1, relaxin-stimulated cAMP HTRF, 30 min; active compounds read low. activity change, negative = inhibition, % at 57.5 µM. 350,000 compounds, 0.59% hits;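 active means activity change of -60% or lower, but not beyond a set lower limit; inconclusive means change between -60% and -40%, or beyond the set limit; inactive means change above -40%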; further: on the % scale 0 is the no-effect control and ±100 the full control effect
D1 agonist – Allosteric Agonists of the Human D1 Dopamine Receptor: qHTS; 360,000 compounds, 1% hits; D(1A) dopamine receptor (Homo sapiens), P21728; HEK293 T-REx D1 cells, calcium flux, agonist mode; activation, % at 2 µM; further: 0% is about no effect
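Agonism was scored from calcium flux recorded over 180 s (1 read/s) after pintool compound addition, following a 10-cycle baseline. Cells were inducible force-coupled HEK293 TREx D1, plated overnight at 30 C and loaded with no-wash calcium dye.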
D2 antagonist – HTS Assay for Allosteric Antagonists of the Human D2 Dopamine Receptor: Primary Screen for Antagonists. D(2) dopamine receptor (Homo sapiens), P14416. HEK293 TREx D2 cells, calcium flux, dopamine EC80. inhibition, % at 10 µM. 340,000 compounds, 2% hits. AID 485344, 2010; in the data active means inhibition above about 30%; further: 0% is about no effect
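Calcium flux kinetic readout in an inducible HEK293 TREx D2 line plated overnight at 30 C. After 180 s compound exposure, an EC80 dopamine challenge follows with another 180 s kinetic read to detect antagonism.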
D1 potentiator – Potentiators of Human D1 Dopamine Receptor: qHTS; D(1A) dopamine receptor (Homo sapiens), P21728; HEK293 TREx D1 cells, calcium flux, dopamine EC20 potentiation; potentiation, % at 10 µM; 360,000 compounds, 0.036% hits; AID 504651, 2011; in the data active means potentiation above about 30%; further: 0% is about no effect
TRHR PAM – qHTS for Small Molecule Agonists and Allosteric Enhancers of Human TRH Receptor: Primary Screen for Enhancers. Thyrotropin-releasing hormone receptor (Homo sapiens), P34981. TRHR cells, fluo-8 calcium fluorescence, EC20 TRH enhancement. enhancement, % at 2 µM. 360,000 compounds, 0.66% hits; in the data active means enhancement above about 30%; further: 0% is about no effect
Target sequence (P34981 whole entry, looked up): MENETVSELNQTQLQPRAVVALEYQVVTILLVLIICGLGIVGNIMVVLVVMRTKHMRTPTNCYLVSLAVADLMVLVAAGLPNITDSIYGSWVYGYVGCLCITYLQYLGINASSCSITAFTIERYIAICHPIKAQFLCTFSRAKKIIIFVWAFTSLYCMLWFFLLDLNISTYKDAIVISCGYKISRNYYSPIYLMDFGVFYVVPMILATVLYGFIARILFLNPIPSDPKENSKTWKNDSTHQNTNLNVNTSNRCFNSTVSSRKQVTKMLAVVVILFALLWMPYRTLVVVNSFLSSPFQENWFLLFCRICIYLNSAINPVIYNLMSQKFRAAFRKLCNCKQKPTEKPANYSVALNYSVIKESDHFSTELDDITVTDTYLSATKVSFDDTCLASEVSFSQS
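TRHR-expressing cells loaded with fluo-8 calcium dye were read kinetically (ex 480/em 530) during compound addition, then stimulated with an EC20 of TRH (10 nM final). Enhancement of the Gq-mediated intracellular calcium response was scored.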
D2 PAM – HTS Assay for Positive Allosteric Modulators of the Human D2 Dopamine Receptor: Primary Screen for Potentiators. HEK293 T-REx D2, calcium flux, EC20 dopamine potentiation. AID 485347, 2010. potentiation, % at 10 µM. 340,000 compounds, 0.34% hits. D(2) dopamine receptor (Homo sapiens), P14416;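 active means potentiation over 3 SD above the plate norm, cut at about 30% in these data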; further: 0% is about no effect
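Tetracycline-induced Hek293 Trex D2 cells, force-coupled to calcium, loaded with no-wash calcium dye. Compound added with 180 s kinetic read for agonism, then EC20 dopamine and a further 180 s read for potentiation.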
D1 antagonist – Antagonist of Human D 1 Dopamine Receptor: qHTS; D(1A) dopamine receptor (Homo sapiens), P21728; HEK293 TREx D1 cells, calcium flux, dopamine EC80; active compounds read low; AID 504652, 2011; 360,000 compounds, 3.2% hits; activity change, negative = inhibition, % at 10 µM; in the data active means activity change below about -30%; further: on the % scale 0 is the no-effect control and ±100 the full control effect
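Kinetic fluorescence of a calcium dye serves as the read-out. D1-expressing Hek293 Trex cells, induced overnight at 30 C, are exposed to compound for 180 s before an EC80 dopamine addition, then read 180 s further.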
TRHR agonist – qHTS for Small Molecule Agonists and Allosteric Enhancers of Human TRH Receptor: Primary Screen for Agonists | Thyrotropin-releasing hormone receptor (Homo sapiens), P34981 | TRHR cells, calcium flux fluo-8, FDSS agonist mode | activation, % at 2 µM | 360,000 compounds, 0.18% hits; further: 0% is about no effect
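TRHR-expressing cells, plated overnight in medium with 10% serum, were loaded with fluo-8 calcium dye at room temperature. After a 10 s baseline, library compound was pin-added and calcium release was recorded kinetically (ex 480/em 530) as agonist response.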
Starred values were filed as active, the others as inactive. Unless noted, no stated cut-off is given here; in the data, active means activation above about 30%; inactive means the rest.

Results for CC1(C)CC(=O)C(CS(=O)(=O)c2ccccc2)=C(O)C1 ?
D2 ag: 0.2; RXFP1 antagonist: -8; D1 agonist: 0; D2 antagonist: 4; D1 potentiator: -1; TRHR PAM: 0; D2 PAM: 4; D1 antagonist: -2; TRHR agonist: 0.8

Results for COc1cccc(OCc2nc3c4cnn(-c5ccccc5)c4ncn3n2)c1 ?
D2 ag: -3.2; RXFP1 antagonist: 13; D1 agonist: 2; D2 antagonist: 10; D1 potentiator: -4; TRHR PAM: 1; D1 antagonist: -1; TRHR agonist: -1.1

How did Cc1oc(-c2ccccc2)cc1C(=O)NC(Cc1c[nH]c2ccccc12)C(=O)O (stereo not drawn) do in these assays?
D2 ag: 0.0; RXFP1 antagonist: 1; D1 agonist: 1; D2 antagonist: -9; D1 potentiator: -3; TRHR PAM: -3; D2 PAM: 6; D1 antagonist: 5; TRHR agonist: 0.1

How did Cc1nc2ccc(NC(=O)[C@@H](NC(=O)c3c(F)cccc3F)C(C)C)cc2s1 do in these assays?
D2 ag: -0.8; RXFP1 antagonist: 0; D1 agonist: 0; D2 antagonist: 6; D1 potentiator: 4; TRHR PAM: -6; D2 PAM: 9; TRHR agonist: 0.6

What do the screens show for `COc1cc(OC)c2c(-c3ccccc3)cc(=O)oc2c1C(CC(=O)N1CCN(c2ccccc2)CC1)c1ccc(N(C)C)cc1` (stereo not drawn)?
D2 ag: -0.9; D1 agonist: -1; D2 antagonist: 48*; D1 potentiator: -5; TRHR PAM: 0; D2 PAM: -3; D1 antagonist: -13; TRHR agonist: 0.0

Results for CS(=O)(=O)c1ccc2nc(NC(=O)c3cccc([N+](=O)[O-])c3)sc2c1 ?
D2 ag: -1.4; RXFP1 antagonist: 10; D1 agonist: 8; D2 antagonist: -10; D1 potentiator: 0; TRHR PAM: 5; D2 PAM: -4; D1 antagonist: 3; TRHR agonist: 0.6

How did Cc1ccc(S(=O)(=O)N2CCCC(C(=O)NCCc3ccc(S(N)(=O)=O)cc3)C2)cc1 (stereo not drawn) do in these assays?
RXFP1 antagonist: -1; D1 agonist: 7; TRHR PAM: 10; D1 antagonist: 6; TRHR agonist: 0.5

What do the screens show for `Cc1c(NC(=O)COC(=O)c2ccc(Br)o2)c(=O)n(-c2ccccc2)n1C`?
D2 ag: 0.0; RXFP1 antagonist: -32; D1 agonist: 2; D2 antagonist: -17; D1 potentiator: -8; TRHR PAM: 0; D2 PAM: 5; D1 antagonist: 4; TRHR agonist: 0.0

Results for CCOc1cccc2cc(-c3nnc(Nc4ccc(F)c(Cl)c4)s3)c(=O)oc12 ?
D2 ag: 0.1; RXFP1 antagonist: 5; D1 agonist: 2; D1 potentiator: 3; TRHR PAM: -4; D2 PAM: -4; D1 antagonist: -20; TRHR agonist: 0.5

How did C=C(C)Cn1c(-c2ccncc2)n[nH]c1=S do in these assays?
D2 ag: -0.6; RXFP1 antagonist: -67*; D1 agonist: 5; D2 antagonist: 7; D1 potentiator: 0; TRHR PAM: 10; D2 PAM: 3; D1 antagonist: 2; TRHR agonist: -1.2

What do the screens show for `CCn1c(=S)sc2c(=O)n(CC(=O)Nc3ccc(C(C)=O)cc3)c(C)nc21`?
D2 ag: 0.2; RXFP1 antagonist: -7; D1 agonist: 0; D2 antagonist: -1; D1 potentiator: -7; TRHR PAM: 4; D2 PAM: -2; D1 antagonist: -4; TRHR agonist: 0.0

What do the screens show for `Cn1c(N)c(C(=O)Nc2ccc3ccccc3c2)sc1=S`?
D2 ag: 0.6; RXFP1 antagonist: -6; D1 agonist: 1; D2 antagonist: 4; D1 potentiator: -6; TRHR PAM: -9; D2 PAM: 2; D1 antagonist: -11; TRHR agonist: -0.3

Results for O=C(O)CCc1ccc(S(=O)(=O)Nc2ccc(OCc3ccccc3)cc2)cc1 ?
D2 ag: 0.0; RXFP1 antagonist: -25; D1 agonist: -3; D2 antagonist: -6; D1 potentiator: -3; TRHR PAM: -3; D2 PAM: 19; D1 antagonist: 15; TRHR agonist: 1.0

Results for Cc1nc(SCC(=O)NCC2COc3ccccc3O2)c2c(C)c(C)sc2n1 (stereo not drawn) ?
D2 ag: -0.2; RXFP1 antagonist: -14; D1 agonist: 1; D2 antagonist: -10; D1 potentiator: -1; TRHR PAM: 5; D2 PAM: 19; D1 antagonist: 15; TRHR agonist: 0.2

Results for Cc1ccc2c(=O)cc(C(=O)Nc3sc4c(c3C(N)=O)CCCC4)oc2c1 ?
D2 ag: 0.7; RXFP1 antagonist: 3; D1 agonist: 4; D1 potentiator: -1; TRHR PAM: 10; D2 PAM: 11; D1 antagonist: 1; TRHR agonist: 0.5

What do the screens show for `COc1ccc(/C=C(/C#N)c2nc(-c3cc4ccccc4oc3=O)cs2)cc1`?
D2 ag: -0.9; RXFP1 antagonist: -8; D1 agonist: 2; D1 potentiator: -2; TRHR PAM: -6; D2 PAM: 4; D1 antagonist: 2; TRHR agonist: 0.7

What do the screens show for `COc1ccc2nc(C)cc(SCC(NC(C)=O)C(=O)OC(C)C)c2c1` (stereo not drawn)?
RXFP1 antagonist: 7; D1 agonist: 1; D1 potentiator: 2; TRHR PAM: -6; D2 PAM: 4; D1 antagonist: 9; TRHR agonist: -1.1

How did CC(/C=N/NC(=O)c1cccc([N+](=O)[O-])c1)=C\c1ccccc1 do in these assays?
D2 ag: 0.2; RXFP1 antagonist: -4; D1 agonist: 2; D2 antagonist: 22; D1 potentiator: -1; TRHR PAM: -1; D2 PAM: -14; D1 antagonist: -27; TRHR agonist: -0.5

What do the screens show for `O=C(CSc1nnc2[nH]c(=O)cc(-c3ccccc3)n12)Nc1ccccc1C(F)(F)F`?
D2 ag: 1.2; RXFP1 antagonist: -10; D1 agonist: -2; D1 potentiator: -2; TRHR PAM: 0; D2 PAM: 14; TRHR agonist: 0.4

Results for O=C(CN1CCN(Cc2ccccc2Cl)CC1)N/N=C/c1cccs1 ?
D2 ag: -0.3; RXFP1 antagonist: 7; D1 agonist: 1; D2 antagonist: 2; D1 potentiator: 0; TRHR PAM: -1; D2 PAM: -1; D1 antagonist: -23; TRHR agonist: 0.0

What do the screens show for `CCCCN1CC(c2nc3ccccc3n2CCCCOc2ccc(C)cc2C)CC1=O` (stereo not drawn)?
D2 ag: 1.0; D1 agonist: 6; D1 potentiator: -1; TRHR PAM: -1; D2 PAM: 3; D1 antagonist: -5; TRHR agonist: 0.3

Results for Nc1cc2nc3ccccc3oc-2cc1=O ?
D2 ag: 4.9; D1 agonist: 33*; D2 antagonist: 4; D1 potentiator: 0; TRHR PAM: 2; D2 PAM: -3; D1 antagonist: -9; TRHR agonist: 9.4

How did CCN(c1ccccc1)S(=O)(=O)c1ccc(Cl)c(NC(=O)CN(C)C2CCN(C)CC2)c1 do in these assays?
D2 ag: -0.1; RXFP1 antagonist: inconclusive; D1 agonist: 5; D2 antagonist: -2; D1 potentiator: -4; TRHR PAM: 9; D2 PAM: -22; D1 antagonist: 5; TRHR agonist: 0.8

Results for Cc1cc(C)c(C#N)c(Oc2ccccc2)n1 ?
D2 ag: -0.4; RXFP1 antagonist: -4; D1 agonist: 3; D2 antagonist: 7; D1 potentiator: -2; TRHR PAM: -4; D2 PAM: 17; D1 antagonist: -3; TRHR agonist: -1.4

Molecules from the list above that have a COOH group, in the order listed:
How did Cc1oc(-c2ccccc2)cc1C(=O)NC(Cc1c[nH]c2ccccc12)C(=O)O (stereo not drawn) do in these assays?
D2 ag: 0.0; RXFP1 antagonist: 1; D1 agonist: 1; D2 antagonist: -9; D1 potentiator: -3; TRHR PAM: -3; D2 PAM: 6; D1 antagonist: 5; TRHR agonist: 0.1

Results for O=C(O)CCc1ccc(S(=O)(=O)Nc2ccc(OCc3ccccc3)cc2)cc1 ?
D2 ag: 0.0; RXFP1 antagonist: -25; D1 agonist: -3; D2 antagonist: -6; D1 potentiator: -3; TRHR PAM: -3; D2 PAM: 19; D1 antagonist: 15; TRHR agonist: 1.0

(next part)
How did Cc1ccc(C(=O)Nc2nnc(-c3ccco3)o2)cc1 do in these assays?
D2 ag: 0.4; RXFP1 antagonist: 12; D1 agonist: 1; D2 antagonist: 5; D1 potentiator: -4; TRHR PAM: -2; D2 PAM: -10; D1 antagonist: 12; TRHR agonist: -0.2

How did CCn1c(O)c(N=NC(=O)CNc2ccc(C)cc2)c2ccccc21 do in these assays?
D2 ag: -2.2; RXFP1 antagonist: -1; D1 agonist: 1; D2 antagonist: 3; D1 potentiator: 3; TRHR PAM: 6; D2 PAM: -10; D1 antagonist: 12; TRHR agonist: -0.5

What do the screens show for `Cc1ccc(SCCC(=O)NCc2ccncc2)cc1`?
D2 ag: -0.5; RXFP1 antagonist: -31; D1 agonist: 0; D2 antagonist: -6; D1 potentiator: 0; TRHR PAM: 1; D2 PAM: 3; D1 antagonist: -6; TRHR agonist: -0.4

What do the screens show for `Cc1ccc(C)c(S(=O)(=O)NC2CCS(=O)(=O)C2)c1` (stereo not drawn)?
D2 ag: -0.4; D1 agonist: 3; D2 antagonist: 5; D1 potentiator: -9; TRHR PAM: -1; D2 PAM: -2; D1 antagonist: 10; TRHR agonist: -0.2

What do the screens show for `COCCNC(=O)c1cc(S(=O)(=O)N2CCOCC2)ccc1SCc1cccc(OC)c1OC`?
D2 ag: 0.0; RXFP1 antagonist: -3; D1 agonist: 0; D2 antagonist: -2; D1 potentiator: -5; TRHR PAM: 4; D2 PAM: 13; D1 antagonist: 9; TRHR agonist: 0.2

What do the screens show for `COc1ccc2[nH]c(=O)c(CN(C(=O)c3cccnc3)c3ccccc3)cc2c1`?
D2 ag: 0.1; RXFP1 antagonist: -7; D1 agonist: 0; D2 antagonist: 7; D1 potentiator: 36*; TRHR PAM: 12; D2 PAM: 13; D1 antagonist: 1; TRHR agonist: 0.0

Results for C=CCOC(=O)COc1ccc2c(C)c(C)c(=O)oc2c1 ?
D2 ag: 0.6; RXFP1 antagonist: -3; D1 agonist: 2; D2 antagonist: -8; D1 potentiator: -3; TRHR PAM: -2; D2 PAM: 6; D1 antagonist: -5; TRHR agonist: -0.3

Results for CCOc1ccc(C(=O)Nc2ccc3nc(N(CC)CC)cc(C)c3c2)cc1 ?
D2 ag: 0.5; D1 agonist: -1; D1 potentiator: 0; TRHR PAM: 2; D2 PAM: 18; D1 antagonist: 2; TRHR agonist: -0.2
